IL-2 act = qHTS of IL-2 Activators. IL-2 activation reporter assay, cell-based qHTS; stimulated with anti-CD3/CD4/CD28 beads; in transgenic mouse T cells. activation, % (series mostly up to about 46 µM). 360,000 compounds, 0.065% hits; in the data active = activation above about 50%; inconclusive = mostly about 30% to 49%; also: 0% is about no effect
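Readout is EGFP and DsRed signal by fluorescent plate cytometry after 18 h at 37 degrees C. Transgenic mouse T cells (750/well) received compound for 60 min before bead stimulation (anti-CD3, anti-CD4, anti-CD28); memory T cells served as non-tolerant control.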
EPAC1 antag = qHTS for Antagonist of cAMP-regulated guanine nucleotide exchange factor 3 (EPAC1): primary screen | Rap guanine nucleotide exchange factor 3 (Homo sapiens), O95398 | EPAC1 GEF assay, Rap1b-BODIPY-GDP exchange fluorescence | Potency, µM (top dose mostly 115 µM), for the others: top-dose activity change, negative = inhibition, actives largely listed as inhibitors | 360,000 compounds, 0.14% hits | AID 720709, 2013;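 also: potency is read from the fitted curve at half-maximal effect; plate controls were vehicle for no effect and positive control for full effect; nearly all actives have a fitted effect of over 50% in size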
GLP1R ag = qHTS of GLP-1 Receptor Agonists; HEK293 GLP-1R CRE-luciferase, luminescence, 4-6 h; cells express a hypersensitive GLP-1R form; Potency, µM (highest dose often 45.6 µM), for inactives: at the top dose activation, most hits filed as activators; 380,000 compounds, 0.007% hits; AID 624172, 2012; also: potency is read from the fitted curve at half-maximal effect; % of control where 0% means no effect
Target sequence (P43220 whole entry, looked up): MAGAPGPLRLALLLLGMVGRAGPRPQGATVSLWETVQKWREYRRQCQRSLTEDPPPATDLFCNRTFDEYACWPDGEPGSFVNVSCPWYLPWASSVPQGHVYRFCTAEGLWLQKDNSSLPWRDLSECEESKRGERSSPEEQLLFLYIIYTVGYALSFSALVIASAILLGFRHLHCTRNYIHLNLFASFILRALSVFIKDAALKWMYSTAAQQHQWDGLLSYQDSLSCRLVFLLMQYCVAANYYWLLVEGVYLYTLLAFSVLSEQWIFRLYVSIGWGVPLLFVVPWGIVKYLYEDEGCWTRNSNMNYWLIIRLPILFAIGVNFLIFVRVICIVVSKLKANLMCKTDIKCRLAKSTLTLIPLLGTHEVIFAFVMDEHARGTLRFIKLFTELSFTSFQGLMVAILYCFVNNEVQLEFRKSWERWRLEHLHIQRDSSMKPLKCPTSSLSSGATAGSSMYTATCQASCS
GLP1R cytotox = qHTS of GLP-1 Receptor Inverse Agonists: Cytotox Screen; Potency, µM (highest dose often 38.3 µM), for inactives: at the highest dose activity change, negative = inhibition, most hits filed as inhibitors; HEK293 cAMP-luciferase reporter cells, luminescence, 24 h; AID 624418, 2012; 410,000 compounds, 0.13% hits;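 also: loss of luciferase light is scored as toxicity; potency is read from the fitted curve at half-maximal effect; % is scaled to controls: 0 for no effect and ±100 for the full control effect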
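1536-well qHTS counterscreen of the MLSMR; 200 cells/uL, 12 h pre-incubation, 23 nL cpd, 24 h at 37 deg C 5% CO2, luciferase detection reagent, 12 min RT, luminescence. Inhibition = undesired.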
PLK1 PBD inh = qHTS for Inhibitors of PLK1-PDB (polo-like kinase 1 - polo-box domain): Primary Screen; Serine/threonine-protein kinase PLK1 (Homo sapiens), P53350; Plk1 PBD binding of FITC phosphopeptide, fluorescence polarization; Potency, µM, for the others: max response, negative = inhibition, usual class: inhibitors; 360,000 compounds, 2.8% hits; also: potency is read from the fitted curve at half-maximal effect; series mostly up to about 57 µM; % is scaled to controls: 0 for no effect and ±100 for the full control effect; nearly all actives have a fitted effect of over 65% in size
Target sequence (P53350 whole entry, looked up, the tested form may be a part): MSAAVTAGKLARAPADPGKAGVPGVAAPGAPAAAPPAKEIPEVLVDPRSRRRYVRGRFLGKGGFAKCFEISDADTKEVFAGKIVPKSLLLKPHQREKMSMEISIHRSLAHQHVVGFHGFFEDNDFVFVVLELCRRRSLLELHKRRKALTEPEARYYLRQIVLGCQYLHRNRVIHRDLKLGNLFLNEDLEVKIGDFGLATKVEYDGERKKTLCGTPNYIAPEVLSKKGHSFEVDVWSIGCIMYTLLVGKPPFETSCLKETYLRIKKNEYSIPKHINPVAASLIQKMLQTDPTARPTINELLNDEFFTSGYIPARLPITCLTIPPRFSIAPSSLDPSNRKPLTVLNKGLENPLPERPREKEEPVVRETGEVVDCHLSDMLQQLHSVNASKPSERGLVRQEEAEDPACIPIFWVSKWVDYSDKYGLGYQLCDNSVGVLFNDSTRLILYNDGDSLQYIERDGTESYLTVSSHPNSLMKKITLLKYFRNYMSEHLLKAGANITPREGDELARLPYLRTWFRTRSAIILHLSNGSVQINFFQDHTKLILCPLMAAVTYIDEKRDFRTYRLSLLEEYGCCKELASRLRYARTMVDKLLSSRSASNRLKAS
GLP1R inv ag = qHTS of GLP-1 Receptor Inverse Agonists (Inhibition Mode); Potency, µM (top dose mostly 38.3 µM), inactives show at the highest dose activity change, negative = inhibition, actives largely listed as inhibitors; Glucagon-like peptide 1 receptor (Homo sapiens), P43220; HEK293 GLP-1R CRE-luciferase, luminescence, 24 h; GLP-1R form is constitutively active; 410,000 compounds, 1.6% hits; also: potency is read from the fitted curve at half-maximal effect; % is scaled to controls: 0 for no effect and ±100 for the full control effect; nearly all actives have a fitted effect of over 55% in size
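GLP-1R inverse agonism mode: basal reporter luminescence in engineered HEK293 cells measured after one day of compound exposure at 37 deg C, with a 12 min room-temperature detection step.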
PI5P4K alpha inh = qHTS for Inhibitors of phosphatidylinositol 5-phosphate 4-kinase (PI5P4K); PI5P4Kalpha enzyme, ADP-Glo luminescence, 60 min; stronger effect = lower value; 330,000 compounds, 1.2% hits; max response, %; AID 652105, 2013; Phosphatidylinositol 5-phosphate 4-kinase type-2 alpha (Homo sapiens), P48426; active = max response of -50% or lower; inconclusive = between -30% and -50%; inactive = -30% or higher; also: value at the top dose of about 77 µM; % is scaled to controls: 0 for no effect and ±100 for the full control effect
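Controls without substrate or without enzyme flank wells where PI5P4Kalpha converts substrate using 5 microM ATP (final). Incubation lasts 60 minutes at room temperature; ADP formed is read by ADP-Glo luminescence.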
PTHR1 agonist = qHTS for PTHR1 Agonists: Primary Screen; 410,000 compounds, 0.075% hits; HEK293 GP2 PTHR1 cells, GloSensor cAMP luminescence, 1 h; AID 743266, 2014; Parathyroid hormone/parathyroid hormone-related peptide receptor (Homo sapiens), Q03431; Potency, µM (titrated, usually from 115 µM), for the others: top-dose activation, actives largely listed as activators; also: potency is read from the fitted curve at half-maximal effect; nearly all actives have a fitted effect of over 55% in size; some results filed as inactive show a strong effect at the top dose; inactives centre near -15; many of its hits are not listed in these tables
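HEK-293-derived GP2 cells expressing PTHR1 and a GloSensor cAMP reporter, 3,000/well, plated overnight, given luciferin plus IBMX (each 0.5 mM as added) for 1 h at 37 °C, then compound for 1 h at 37 °C. Luminescence was read after 15 min at room temperature.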
EPAC1 agonist = qHTS for Agonist of cAMP-regulated guanine nucleotide exchange factor 3 (EPAC1): primary screen | EPAC1 agonist qHTS, biochemical assay; response scale: 100% = response to 6.5 mM cAMP | Potency, µM (titrated, usually from 154 µM), inactives show at the highest dose activation, most hits filed as activators | 360,000 compounds, 0.073% hits | Rap guanine nucleotide exchange factor 3 (Homo sapiens), O95398 | AID 720707, 2013; also: potency is read from the fitted curve at half-maximal effect; nearly all actives have a fitted effect of over 60% in size
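Compounds were pinned as a concentration titration into mixtures of EPAC1 (100 nM), BODIPY-GDP-loaded Rap1B (250 nM) and GDP (50 uM). After 5 min at room temperature, fluorescence was followed for 30 min; activity was scaled to 6.5 mM cAMP.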
Starred values were filed as active, the others as inactive; i = inactive; ? = inconclusive; nt = no result given; [ ] = another dose, or the depositor's remark. Unless noted, calls follow the shape of the dose curve; as a rule, active = well fitted curve in the direction sought with a large enough effect; inconclusive = small, poorly fitted or top-dose-only effect, or another doubt; inactive = no such curve, though single readings can be large; an effect the other way counts as inactive or inconclusive. These rows are one share of the data; rates above refer to the full screens.

SMILES	IL-2 act	EPAC1 antag	GLP1R ag	GLP1R cytotox	PLK1 PBD inh	GLP1R inv ag	PI5P4K alpha inh	PTHR1 agonist	EPAC1 agonist
CC1(C)CC(=O)C(C#N)=C(NCCCO)C1	-3.1	12%	-9%	-6%	0%	10%	nt	-3%[57.5 µM]	0%
COc1ccc2[nH]c3c(c2c1)CCN1C(=O)N([C@@H](C)C(=O)NCCc2ccc(F)cc2)C(=O)[C@]31C	-0.1	6%	0%	-1%	-1%	?	-8	-83%[inhibitor]	-2%
O=S(=O)(NCC(c1cccnc1)N1CCN(c2ccccc2)CC1)c1cccs1 (stereo not given)	-0.1	11%	-5%	-9%	3%	?	-11	i	-1%
O=C(COC(=O)c1ccc(S(=O)(=O)N2CCOCC2)cc1)Nc1ccccc1OC(F)F	2.1	6%	-23%	-22%	4%	-1%	1	-24%	3%
CN1CCN(C(CNS(=O)(=O)c2ccc(Cl)cc2)c2cccnc2)CC1 (stereo not given)	-1.7	-3%	-1%	1%	-3%	1%	2	-42%[inhibitor]	3%
Cc1nc2ccccc2n1C(=O)N(C)C	1.7	-7%	6%	-2%[7.66 µM]	-3%	19%[7.66 µM]	-4	-14%	-4%
S=C(NCCc1ccccn1)Nc1cccc(Cl)c1	-0.9	-24%	1%	-28%	-9%	-2%	-7	i	-13%
C[C@H](CO)N1C[C@H](C)[C@@H](CN(C)C(=O)Nc2cccc(Oc3ccccn3)c2)OCc2cnnn2CCCC1=O	-3.4	4%	-7%	0%	-5%	15%	-3	-5%	-19%
CC(C)NCC(O)COC1CCC(C(C)(C)C)CC1 (stereo not given)	-0.6	-34%	-4%	?	21µM*	7.1µM*	6	61%	-9%
Cc1cc(C(=O)CCC(=O)N2CCN(S(=O)(=O)c3ccccc3)CC2)c(C)s1	2.7	-4%	-15%	-4%	-11%	-23%	-7	-33%[inhibitor]	?
CCOc1ccc(Br)cc1S(=O)(=O)Nc1ccc(Cl)c(S(=O)(=O)N(C)C)c1	1.5	2%	12%	-2%	-7%	?	-1	-12%	1%
O=C(/C=C/[C@H]1O[C@@H](n2cnc3c(NC(=O)c4ccccc4)ncnc32)[C@H](O)[C@@H]1O)NCc1ccco1	-0.4	-6%	-3%	-6%	-3%	20%	-5	i	-12%
COC(CNS(=O)(=O)c1ccc(Cl)cc1)c1ccccc1 (stereo not given)	-0.1	-16%	10%	-1%	-6%	8%	0	i	0%
Cc1noc(C)c1COC(=O)c1cccc(S(=O)(=O)N2CCOCC2)c1	-4.9	12%	25%	1%	-4%	2%	0	-9%	6%
COCCCNC(=O)C1CCN(c2ncccn2)CC1	0.9	-6%	-11%	-1%	4%	6%	0	i	1%
CCNc1nc2c(c(=O)[nH]c(=O)n2C)n1Cc1ccc(F)cc1	-0.1	5%	11%	-20%	2%	39%[activator]	-2	-17%	10%
O=c1c2cc3c(=O)n(-c4ccccc4O)c(=O)c3cc2c(=O)n1-c1ccccc1O	-1.9	-5%	-5%	9%	5%	20%	3	i	-6%
Cc1ccc(C)n1-c1nc(=S)[nH][nH]1	-2.0	6%	-12%	21%	24µM*	14%	nt	-9%	12%
Cc1cccc(N2CCN(CC(O)COCc3cccs3)CC2)c1C (stereo not given)	0.4	8%	2%	-13%	-1%	?	-5	-10%	-7%
COc1ccc(C(C)NC(=O)C23CC4CC(CC(C4)C2)C3)cc1 (stereo not given)	0.1	3%	8%	-2%	-3%	-29%	17	-24%	-2%

Entries of single compounds as entered above.
`C[C@H](CO)N1C[C@H](C)[C@@H](CN(C)C(=O)Nc2cccc(Oc3ccccn3)c2)OCc2cnnn2CCCC1=O` is listed with IL-2 act: -3.4; EPAC1 antag: 4%; GLP1R ag: -7%; GLP1R cytotox: 0%; PLK1 PBD inh: -5%; GLP1R inv ag: 15%; PI5P4K alpha inh: -3; PTHR1 agonist: -5%; EPAC1 agonist: -19%
`O=C(/C=C/[C@H]1O[C@@H](n2cnc3c(NC(=O)c4ccccc4)ncnc32)[C@H](O)[C@@H]1O)NCc1ccco1` is listed with IL-2 act: -0.4; EPAC1 antag: -6%; GLP1R ag: -3%; GLP1R cytotox: -6%; PLK1 PBD inh: -3%; GLP1R inv ag: 20%; PI5P4K alpha inh: -5; PTHR1 agonist: i; EPAC1 agonist: -12%

Fetched one by one from the entries so far (two):
SMILES	IL-2 act	EPAC1 antag	GLP1R ag	GLP1R cytotox	PLK1 PBD inh	GLP1R inv ag	PI5P4K alpha inh	PTHR1 agonist	EPAC1 agonist
COCCCNC(=O)C1CCN(c2ncccn2)CC1	0.9	-6%	-11%	-1%	4%	6%	0	i	1%
COC(CNS(=O)(=O)c1ccc(Cl)cc1)c1ccccc1 (stereo not given)	-0.1	-16%	10%	-1%	-6%	8%	0	i	0%

(more compounds)
SMILES	IL-2 act	EPAC1 antag	GLP1R ag	GLP1R cytotox	PLK1 PBD inh	GLP1R inv ag	PI5P4K alpha inh	PTHR1 agonist	EPAC1 agonist
CC(NC(=O)c1ccccc1Br)c1ccc2c(c1)CCCC2 (stereo not given)	1.1	-6%	-9%	6%	-4%	?	nt	i	12%
O=C(N/N=C/c1cc2cc3c(cc2nc1Cl)OCCO3)c1ccccc1O	0.4	14%	7%	-1%	-26%	13%	5	-11%	-5%
O=C(Nc1c(C(=O)N2CCOCC2)cnn1-c1ccccc1)c1ccco1	-2.7	15%	-13%	-7%	-6%	0%	nt	i	6%
CC1CC(C)CN(CCCNC(=O)c2cn(C)c3ccc(S(=O)(=O)N4CCCC4)cc3c2=O)C1 (stereo not given)	-2.6	2%	11%	5%	7%	17%	-4	i	0%
Cc1ccc(-n2ncc(C#N)c2N)cc1	3.4	-4%	6%	-13%	-4%	-7%	2	-11%	-17%
COCCCNC(=O)CS(=O)(=O)Cc1nc(-c2cccc(OC)c2)oc1C	7.3	3%	-7%	-29%	-8%	0%	0	-21%	2%
CNc1nc(-c2ccc3c(c2)CCN3C(=O)c2ccc(F)cc2)cs1	0.2	-9%	13%	0%	-24%	-9%	1	i	-1%
COc1ccc(OC)c(NC(=O)N2CCCC(C)C2)c1 (stereo not given)	0.7	-15%	-3%	-20%	-6%	-10%	0	-39%[inhibitor]	11%
COc1ccccc1C(=O)NCCC(=O)NNC(=O)C1COc2ccccc2O1 (stereo not given)	-0.1	5%	-8%	-2%	-3%	-5%	-6	i	-12%
CC(=O)Nc1cccc(/C(C)=N/NC(=O)c2ccc(CN3CCOCC3)cc2)c1	3.4	7%	5%	12%	?	1%	-14	-11%	-2%
COC(=O)C1CSC(C(=O)OC)N1C(=O)Nc1ccccc1 (stereo not given)	-1.6	-14%	-6%	55%[activator]	-14%	1%	8	i	-8%
C=CCNC(=O)c1ccc(Cn2c(=S)[nH]c3cc4c(cc3c2=O)OCO4)cc1	-0.1	-26%	-3%	-1%	-16%	5%	nt	i	9%
Cc1cccc(NC(=O)c2cccc(S(=O)(=O)Nc3ccccc3C(=O)O)c2)c1	0.4	-9%	-1%	-9%	1%	19%	3	-19%	2%
CCc1ccc(/C=C2/SC(=S)N(CC(=O)Nc3nc4ccccc4s3)C2=O)cc1	0.1	-8%	-13%	-12%	?	0%	-17	i	2%
COc1ccc(OC)c(NC(=O)c2csc(Cl)c2OC)c1	-3.5	3%	26%	5%	-3%	3%	9	-11%	13%
Cc1ncoc1C(=O)N1CCCC(C(=O)c2ccc(C(F)(F)F)cc2)C1 (stereo not given)	-2.6	9%	5%	-7%	-20%	-29%	4	-7%	3%
Cc1ccc(C(=O)N2CCOCC2)cc1[N+](=O)[O-]	0.8	-15%	-3%	-2%	-11%	7%	-6	i	-7%
NC(=O)c1nsc(C(=O)N(Cc2cccnc2)C(C(=O)NCc2ccc(F)cc2)c2ccc(O)cc2)c1N (stereo not given)	-1.0	7%	6%	-1%	1%	4%	6	i	7%
COC(=O)c1sc(N)c(C(=O)OC)c1CSc1nnnn1C	-0.2	-10%	2%	-10%	-15%	9%	3	-2%[57.5 µM]	-2%

By substructure, those above with a furan ring, fused or not
SMILES	IL-2 act	EPAC1 antag	GLP1R ag	GLP1R cytotox	PLK1 PBD inh	GLP1R inv ag	PI5P4K alpha inh	PTHR1 agonist	EPAC1 agonist
O=C(/C=C/[C@H]1O[C@@H](n2cnc3c(NC(=O)c4ccccc4)ncnc32)[C@H](O)[C@@H]1O)NCc1ccco1	-0.4	-6%	-3%	-6%	-3%	20%	-5	i	-12%
O=C(Nc1c(C(=O)N2CCOCC2)cnn1-c1ccccc1)c1ccco1	-2.7	15%	-13%	-7%	-6%	0%	nt	i	6%

Just GLP1R inv ag and EPAC1 agonist, for two of the compounds above:
Structure	GLP1R inv ag	EPAC1 agonist
CC(NC(=O)c1ccccc1Br)c1ccc2c(c1)CCCC2 (stereo not given)	?	12%
O=C(N/N=C/c1cc2cc3c(cc2nc1Cl)OCCO3)c1ccccc1O	13%	-5%
